Screens from PubChem BioAssay.
TGFb SMAD3 inh = TGF-b pathway inhibition. HepG2 CAGA-GFP TGF-b/SMAD3 reporter, GFP fluorescence, 18 h; TGF-beta stimulated, 500 pg/mL final. Potency, µM (top dose mostly 46.1 µM), for the others: at the highest dose activity, negative = inhibition, most hits filed as inhibitors. 410,000 compounds, 1.2% hits. AID 588855; further: on the % scale 0 is the no-effect control and ±100 the full control effect; nearly all actives have a fitted effect of over 65% in size
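Inhibition was scored as loss of TGF-beta-induced (500 pg/mL final, 18 hours, 37 degrees C) GFP in HEPG2 cells carrying a CAGA-GFP reporter, in DMEM with 1% FBS. Well GFP was summed per cell; Activity was normalised to unstimulated and stimulated DMSO wells, then concentration-response fitting.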
ATXN viability = reduces viability in counter-screen for ATXN expression inhibitors; 400,000 compounds, 0.49% hits; S2 cells (HEK-293 line with an ATXN2-luciferase reporter) viability, CellTiter-Fluor protease fluorescence, 24 h; Potency, µM (titrated, usually from 56.7 µM), usual class: cytotoxic; AID 651635; further: nearly all actives have a fitted effect of over 40% in size
A549 viability = kills or reduces viability of A549 cells in Nrf2 counter-screen; 390,000 compounds, 0.16% hits; Potency, µM (doses to about 46 µM), without a hit: top-dose activity change, negative = cytotoxicity, actives largely listed as inhibitors; A549 ARE-Fluc cells, CellTiter-Fluor viability, 18-24 h; further: on the % scale 0 is the no-effect control and ±100 the full control effect
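A549 ARE-Fluc cells in 5% FBS OPTI-MEM, 5000 cells/well, rested 2 h then exposed to compounds in concentration-response for 18-24 h at 37 °C. Viability by CellTiter-Fluor fluorescence (Ex 405/Em 525) after 30 min; luciferase luminescence (BugLite, 15 min, RT) read afterwards.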
ATXN2 expr inh = ATXN2 expression inhibition | HEK-293 ATXN2-luciferase reporter, luminescence, 24 h | Potency, µM (series often up to 57 µM), for the others: top-dose activity change, negative = inhibition, actives largely listed as inhibitors | 360,000 compounds, 0.72% hits; further: on the % scale 0 is the no-effect control and ±100 the full control effect; nearly all actives have a fitted effect of over 55% in size
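qHTS (up to 57 uM final) was run with 24 h compound exposure of reporter cells at 37 °C. Each well was multiplexed: SteadyGlo luminescence measured ATXN2-luciferase expression after a fluorogenic Gly-Phe-AFC viability readout (25 uM final).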
Nrf2 inh = Nrf2 pathway inhibition; A549 ARE-Fluc reporter, luciferase luminescence, 18-24 h; Potency, µM (titrated, usually from 46 µM), for inactives: top-dose activity change, negative = inhibition, most hits filed as inhibitors; 360,000 compounds, 2.1% hits; AID 504444; further: on the % scale 0 is the no-effect control and ±100 the full control effect; nearly all actives have a fitted effect of over 60% in size
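Concentration-response testing used A549 ARE_Fluc cells at 5000 cells/well. Following an 18-24 h compound incubation, viability was read by fluorescence (Ex 405/Em 525) and luciferase output by luminescence.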
MCF10A rereplic = DNA re-replication induction in MCF 10a cells; MCF 10A DNA re-replication, Hoechst nuclear intensity, 48 h; Potency, µM (series often up to 46.1 µM), for the others: at the top dose activity, positive = re-replication, usual class: activators; 350,000 compounds, 2.9% hits; AID 624296; further: % of control where 0% means no effect; nearly all actives have a fitted effect of over 50% in size
Nrf2 ARE act = activators of Nrf2 (ARE) signaling; AREc32 ARE-luciferase reporter (MCF7-derived line), luminescence, 24 h; Potency, µM (series often up to 46.1 µM), inactives show at the top dose activation, hits mostly activators; 410,000 compounds, 0.31% hits; AID 624171; further: % of control where 0% means no effect; nearly all actives have a fitted effect of over 65% in size
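Cells of the AREc32 ARE-luciferase line are plated in OPTI-MEM containing 5% FBS and left overnight at 37 deg C. Compounds are pinned in, incubation continues 24 hr, and firefly luciferase signal is then measured.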
HepG2 viability = counter-screen for TGF-b inhibitors: cytotoxicity in HepG2 cells; HepG2 CAGA-GFP viability, ATP luminescence, 18 h; Potency, µM (highest dose often 46.1 µM), inactives show at the highest dose activity change, negative = cytotoxicity, most hits filed as cytotoxic; 410,000 compounds, 0.76% hits; AID 588856; further: some results filed as inactive show a strong effect at the top dose
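CellTiter-Glo luminescence gave cytotoxicity after 18 hours at 37 degrees C. The cells were HepG2 CAGA-GFP in 1% FBS DMEM, stimulated with 500 pg/mL TGF-beta after compound addition. %Activity was normalised to no-cell wells (complete cell-killing) and DMSO (no toxicity), and curves were fitted and classified.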
EPAC2 antag = blocks human EPAC2 exchange factor; EPAC2 GEF exchange of Rap1B-BODIPY-GDP, fluorescence; Potency, µM (series often up to 114 µM), without a hit: at the highest dose activity, negative = inhibition, actives largely listed as inhibitors; 360,000 compounds, 0.18% hits; further: on the % scale 0 is the no-effect control and ±100 the full control effect; nearly all actives have a fitted effect of over 45% in size; many of its hits are not listed in these tables
Target sequence (Q8WZA2 whole entry, looked up): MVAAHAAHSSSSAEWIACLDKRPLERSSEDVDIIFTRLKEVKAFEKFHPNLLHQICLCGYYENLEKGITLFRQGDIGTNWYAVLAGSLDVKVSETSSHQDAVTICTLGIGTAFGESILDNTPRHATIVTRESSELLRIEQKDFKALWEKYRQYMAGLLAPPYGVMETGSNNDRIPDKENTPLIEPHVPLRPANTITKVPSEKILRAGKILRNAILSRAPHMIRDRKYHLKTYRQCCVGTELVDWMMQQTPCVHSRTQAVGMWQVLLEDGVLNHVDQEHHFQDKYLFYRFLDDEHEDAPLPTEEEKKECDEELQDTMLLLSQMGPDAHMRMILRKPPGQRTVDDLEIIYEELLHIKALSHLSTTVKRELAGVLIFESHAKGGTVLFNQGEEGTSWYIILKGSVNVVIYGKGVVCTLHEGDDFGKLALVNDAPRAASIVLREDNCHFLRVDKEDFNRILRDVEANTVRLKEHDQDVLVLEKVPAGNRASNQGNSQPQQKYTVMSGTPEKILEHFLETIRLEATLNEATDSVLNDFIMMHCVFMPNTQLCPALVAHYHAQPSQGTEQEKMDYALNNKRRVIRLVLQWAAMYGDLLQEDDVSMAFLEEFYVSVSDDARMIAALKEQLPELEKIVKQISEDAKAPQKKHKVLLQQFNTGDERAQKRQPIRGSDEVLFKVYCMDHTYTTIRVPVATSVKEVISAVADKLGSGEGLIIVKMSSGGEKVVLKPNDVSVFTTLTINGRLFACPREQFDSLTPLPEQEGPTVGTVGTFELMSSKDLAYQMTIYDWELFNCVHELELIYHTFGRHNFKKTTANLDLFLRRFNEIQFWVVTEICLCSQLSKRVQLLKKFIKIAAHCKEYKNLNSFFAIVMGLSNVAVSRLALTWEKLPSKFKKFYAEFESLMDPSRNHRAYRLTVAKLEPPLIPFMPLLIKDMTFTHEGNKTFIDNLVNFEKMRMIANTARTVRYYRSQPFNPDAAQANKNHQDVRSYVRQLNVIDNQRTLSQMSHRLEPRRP
* = called active by the depositor; i = inactive; ? = inconclusive; . = no result given; [ ] = dose if it differs, or a comment. The call rests on the fitted dose curve; in most records, active means well fitted curve in the direction sought with a large enough effect; inconclusive means small, poorly fitted or top-dose-only effect, or another doubt; inactive means no such curve, though single readings can be large; an effect the other way counts as inactive or inconclusive. Potency means the concentration at half of the fitted maximal effect. These rows are one share of the data. The share of hits here may be higher or lower than overall.

SMILES	TGFb SMAD3 inh	ATXN viability	A549 viability	ATXN2 expr inh	Nrf2 inh	MCF10A rereplic	Nrf2 ARE act	HepG2 viability	EPAC2 antag
Cc1cc(Cl)ccc1OCC(=O)N/N=C/c1ccncc1	-16%	i	-1%	-6%	-9%	-1%	0.4%	-19%	4%
O=C(C1=C[C@@H](c2ccccc2)C[C@@H](OCc2ccc(CO)cc2)O1)N1CCN(Cc2ccc3c(c2)OCO3)CC1	?	?	-15%	0%	-17%	?	-1.9%	-8%	10%
CC(=O)c1ccc(-n2nnnc2SCC(=O)Nc2sc(C)c(C)c2C#N)cc1	?	i	1%	.	-23%	7%	4.5%	-4%	1%
CCCS(=O)(=O)N1CCN(C(=O)c2cc(OC)cc(OC)c2)CC1	-5%	i	-5%	1%	-18%	10%	-0.6%	4%	2%
COc1ccc(Cc2nnc(SCC(=O)NC3CCCCC3)n2C)cc1	0%	i	-2%	3%	2%	7%	0.5%	0%	1%
COc1ccc(Cl)cc1NC(=O)C(=O)N/N=C/c1cc(C)n(-c2ccc(C)cc2)c1C	-16%	i	2%	8%	11%	?	8.2%	-5%	-1%
O=C(Nc1cc(S(=O)(=O)N2CCOCC2)ccc1N1CCOCC1)c1ccccc1[N+](=O)[O-]	15%	i	10%	.	-6%	-5%	-1.2%	-21%	0%
CCOC(=O)Nc1sc(NS(=O)(=O)c2ccc(C)cc2)nc1C	-2%	i	-9%	-3%	-9%	22%	-0.1%	-2%	0%
COC(=O)c1ccc(NC(=O)CSc2nnc(C3CC3)n2C)cc1	-1%	i	3%	20%	5%	4%	-0.1%	2%	-1%
Cc1ccc(S(=O)(=O)N2CCN(C(=O)COC(=O)Cc3ccc(F)cc3)CC2)c(C)c1	-9%	i	-13%	3%	1%	-3%	0.4%	-2%	-2%
CCOc1ccc(N2C(=O)CC(NCCc3ccc(S(N)(=O)=O)cc3)C2=O)cc1 (configuration not stated)	-16%	i	-1%	2%	4%	-6%	-0.5%	7%	12%
CC(C)(C)OC(=O)N1CCN(C(c2ccnc3ccccc23)c2nnnn2-c2ccc3c(c2)OCCO3)CC1 (configuration not stated)	.	i	.	17%	.	.	3.5%	.	-3%
CCNC(=O)/C(=C/c1ccco1)NC(=O)/C=C/c1ccccc1	-4%	i	-12%	12%	6%	8%	9.1%	-16%	-5%
COc1ccc(NC(=O)CSC2=Nc3ccccc3C3=NC(CCC(=O)NCCc4ccccc4)C(=O)N23)c(OC)c1 (configuration not stated)	0%	.	-9%	.	.	.	-0.4%	-8%	.
CC(CCc1ccccc1)NC(=O)C1CCCN(C(=O)c2cc3sccc3n2C)C1 (configuration not stated)	?	i	-1%	-11%	?	5%	2.0%	-34%	3%
COc1ccc(/C(C)=N/NC(=O)CNC(=O)c2cccnc2)cc1	10%	i	0%	10%	-8%	-5%	-0.7%	-8%	4%
O=C(NC1CCCCC1)c1ccc(Cn2c(SCc3ccccc3)nc3cccnc32)cc1	?	i	3%	7%	?	.	0.2%	-25%	.
COCc1cc(C)n(CC(=O)Nc2c(C)cccc2C)c(=O)c1C#N	2%	i	10%	.	-20%	-5%	-0.2%	7%	-5%
COc1ccc(CCN2CC(C(=O)NCCc3ccccn3)CCC2=O)cc1 (configuration not stated)	-3%	i	0%	6%	10%	-7%	0.1%	5%	7%
CN(C)C(=O)c1ccc(NC(=O)CN2C(=O)NC3(CCCc4ccccc43)C2=O)cc1 (configuration not stated)	-13%	i	-7%	1%	15%	1%	2.7%	7%	18%
C#CCOc1c(Cl)cc(/C=N/NC(N)=S)cc1OCC	0%	i	-1%	-19%	?	7%	7.3%	16%	-14%
COc1ccc(OC)c(C(=O)N/N=C/c2ccccn2)c1	2%	i	15%	.	9%	-1%	7.9%	14%	0%
Cc1ccc(NC(=O)CSc2nnc3ccc4ccccc4n23)cc1	-4%	i	10%	-3%	.	.	-0.2%	9%	.
CC(=O)c1cc(-c2ccc(F)cc2)n(CC(=O)NC2CCC(C)CC2)c1C (configuration not stated)	0%	.	-1%	.	.	.	5.6%	-10%	.
CCOC(=O)[C@@H]1[C@H]2COc3cc(OC)ccc3[C@@H]2N2C(=O)N(c3ccc(C(F)(F)F)cc3)C(=O)[C@@]12C	-3%	i	-5%	-6%	5%	-6%	1.0%	-14%	13%

Reformatted: results already given
canonical_smiles,TGFb SMAD3 inh,ATXN viability,A549 viability,ATXN2 expr inh,Nrf2 inh,MCF10A rereplic,Nrf2 ARE act,HepG2 viability,EPAC2 antag
O=C(Nc1cc(S(=O)(=O)N2CCOCC2)ccc1N1CCOCC1)c1ccccc1[N+](=O)[O-],15%,i,10%,.,-6%,-5%,-1.2%,-21%,0%
CCOC(=O)Nc1sc(NS(=O)(=O)c2ccc(C)cc2)nc1C,-2%,i,-9%,-3%,-9%,22%,-0.1%,-2%,0%

Entries from the list above that contain a Cl atom, in the order listed:
SMILES	TGFb SMAD3 inh	ATXN viability	A549 viability	ATXN2 expr inh	Nrf2 inh	MCF10A rereplic	Nrf2 ARE act	HepG2 viability	EPAC2 antag
Cc1cc(Cl)ccc1OCC(=O)N/N=C/c1ccncc1	-16%	i	-1%	-6%	-9%	-1%	0.4%	-19%	4%
COc1ccc(Cl)cc1NC(=O)C(=O)N/N=C/c1cc(C)n(-c2ccc(C)cc2)c1C	-16%	i	2%	8%	11%	?	8.2%	-5%	-1%
C#CCOc1c(Cl)cc(/C=N/NC(N)=S)cc1OCC	0%	i	-1%	-19%	?	7%	7.3%	16%	-14%

Following part.
SMILES	TGFb SMAD3 inh	ATXN viability	A549 viability	ATXN2 expr inh	Nrf2 inh	MCF10A rereplic	Nrf2 ARE act	HepG2 viability	EPAC2 antag
CC(C)(C)c1nnc(NC(=O)c2cccnc2Cl)s1	-3%	i	-5%	20%	11%	-7%	0.3%	-1%	-6%
CC(Oc1ccccc1)C(=O)N1CCN=C1SCc1ccccc1F (configuration not stated)	2%	i	1%	-9%	7%	?	-0.4%	-8%	-18%
Cc1ccccc1CNC(=O)c1ccc2c(c1)c(C)c(C)n2C	-20%	.	5%	.	11%	.	3.4%	-14%	.
C[C@H](CCC(=O)NCC(=O)O)[C@H]1CC[C@H]2C3[C@H](O)C[C@@H]4C[C@H](O)CC[C@]4(C)[C@H]3C[C@H](O)[C@]12C (some centres not stated)	6%	i	-6%	2%	9%	-15%	0.4%	1%	8%
COc1ccc(NC(=O)CSCc2ccccc2C)cc1	8%	i	-2%	30%	?	?	3.6%	24%	3%
CCN(CC(=O)Nc1ccc(NC(C)=O)cc1)C(=O)/C=C/c1cccs1	-7%	i	-1%	-3%	5%	?	0.4%	-6%	5%
COc1ccc(OC)c(-c2csc(NC(=O)Cc3cc(OC)c(OC)c(OC)c3)n2)c1	?	i	-6%	-21%	?	1%	2.0%	-6%	-1%
CC(Sc1nnc(NCc2ccccc2)s1)C(=O)Nc1ccc2c(c1)C(=O)c1ccccc1C2=O (configuration not stated)	-15%	i	-5%	26%	?	7%	9.6%	-3%	0%
CCOc1ccc(CCNC(=O)C2=C(C)C(=O)OC23CCCCC3)cc1OCC	?	i	2%	-14%	-2%	?	-0.2%	-20%	2%
CCOc1ccccc1NC(=O)CSc1nnc(NC(=O)c2ccco2)s1	14%	?	4%	-12%	4%	11%	-0.2%	-3%	-6%
CC1CCC2(CC1)NC(=O)N(CC(=O)c1ccc(CNC(=O)C(C)(C)C)s1)C2=O (configuration not stated)	-13%	i	-1%	34%	-14%	-7%	-0.3%	-17%	-11%
CCOc1ccc(NC(=O)CCC(=O)c2ccc(F)cc2)cc1	9%	i	-1%	.	-3%	-10%	0.0%	-8%	-6%
COc1cc(C2C3=C(CC(C)(C)CC3=O)NC3=C2C(=O)c2ccccc23)ccc1O (configuration not stated)	-7%	?	-20%	-10%	?	-4%	0.3%	-5%	-11%
C[C@H]1COC(=O)[C@H](Cc2ccc(F)cc2)C/C=C\C[C@H](CC(=O)N(CCO)Cc2ccccc2)C(=O)N1	-7%	i	-5%	3%	1%	2%	0.8%	3%	-5%
CCOC(=O)c1ccc(NC(=O)CSc2cc(-c3ccccc3)nc(C)n2)cc1	-21%	.	-1%	.	?	.	4.0%	-26%	.
CCCCN(C)C(=O)C1CCCN(c2ncnc3onc(-c4ccc(F)cc4)c23)C1 (configuration not stated)	-24%	?	-1%	-17%	5%	.	0.6%	-29%	.
Cc1ccc(N=C2NC(=O)CC(C(=O)Nc3ccc4c(c3)OCO4)S2)cc1 (configuration not stated)	-6%	i	-1%	-10%[11.3 µM]	-25%	23%	3.5%	-3%	-1%
Cc1nn(-c2ccc(F)cc2)c2sc(C(=O)O)cc12	-15%	i	1%	8%	1%	?	2.4%	-12%	-3%
CCc1ccc(N(CC(=O)NC(C)(C)C)C(=O)CCC(=O)Nc2ccccn2)cc1	2%	i	-9%	0%	-6%	2%	0.3%	8%	-1%
O=C(NNS(=O)(=O)c1ccccc1[N+](=O)[O-])c1cccnc1	6%	i	-4%	-5%	8%	-1%	2.9%	2%	-3%
O=C(CNc1ccc2ccccc2c1)N/N=C/c1ccc([N+](=O)[O-])o1	8.9µM*	?	-3%	-6%	-5%	2%	16%	7.9µM*	8%
COc1ccc(N2CCN(c3oc(-c4ccco4)nc3C#N)CC2)cc1	1%	i	17%	-10%	-9%	-6%	-0.5%	-23%	4%
CC12CCC(C/C1=N\N=C1\NC(=O)/C(=C\c3cccc(Br)c3)S1)C2(C)C (configuration not stated)	?	?	?	?	18µM*	18µM*	7.1%	-101%	-19%
COc1ccc2c(CC(=O)OCC(=O)N3CCc4ccccc43)coc2c1	-5%	i	2%	0%	-4%	?	-0.2%	3%	-2%
COc1ccc(-c2cc(C(=O)N3CC(C)CC(C)C3)c3ccccc3n2)cc1OC (configuration not stated)	17%	?	-11%	7%	-9%	26%	3.2%	-7%	-3%
CCCCNC(=O)N1CCN(C(=O)c2ccco2)CC1	-16%	i	3%	3%	-6%	-6%	-0.2%	-3%	-10%
CCC[C@H]1CCCC/C=C\CCCC(=O)OCCN1C(=O)OC(C)(C)C	0%	?	-2%	0%	-27%	?	0.4%	1%	?
COC(=O)c1scc(-c2ccc(C)cc2)c1S(=O)(=O)N1CCN(c2ccccc2)CC1	?	i	8%	-25%	?	.	0.4%	-3%	.
